PAFAH2 FP inh – PAFAH2 (human) inhibition; 340,000 compounds, 0.99% hits; Q99487; recombinant PAFAH2, FP-rhodamine activity probe, fluorescence polarization; inhibition, % at 3.39 µM;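 active means inhibition above the mean over all tested compounds plus 3 SD, cut at about 30% in these data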;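 further: inhibitors block probe labeling of enzyme so polarization drops; 0% = enzyme with DMSO and 100% = wells lacking PAFAH2 protein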
LYPLA2 counter – blocks human lysophospholipase 2, a PME1 counter-screen; 320,000 compounds, 0.38% hits; inhibition, % at 5.9 µM; O95372; recombinant LYPLA2, FP-Rh probe fluorescence polarization;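 active means inhibition above the screen-wide mean plus 3 SD, limit set per campaign, cut at about 26% in these data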;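 further: 0% = LYPLA2 with DMSO and 100% = wells lacking LYPLA2 enzyme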
PAFAH1B2 inh – PAFAH1B2 (human) inhibition; inhibition, % at 3.39 µM; 340,000 compounds, 1.2% hits; recombinant PAFAH1B2, FP-rhodamine activity probe, fluorescence polarization;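 active means inhibition above the mean of all tested compounds plus 3 SD, cut at about 24% in these data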;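 further: 0% = enzyme with DMSO and 100% = wells lacking PAFAH1B2; many of its hits are not listed in these tables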
PAFAH1B3 inh – inhibitors of human PAFAH1B3; AID 492972; 340,000 compounds, 0.28% hits; inhibition, % at 3.39 µM; recombinant PAFAH1B3, FP-rhodamine probe, fluorescence polarization; Q15102;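 active means inhibition above the screen-wide average of all tested compounds plus 3 SD, cut at about 25% in these data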;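 further: 0% = enzyme with DMSO only and 100% = wells lacking PAFAH1B3 protein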
PAD4 FP inh – inhibitors of human PAD4. AID 485272. 330,000 compounds, 0.41% hits. inhibition, % at 6.36 µM. recombinant PAD4, RCA probe fluorescence polarization;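 active means percent inhibition above a cutoff equal to the mean of all tested compounds plus 3 SD, cut at about 15% in these data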;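 further: 0% = PAD4 with RCA probe and DMSO and 100% = probe without PAD4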
Target sequence (Q9UM07 whole entry, looked up): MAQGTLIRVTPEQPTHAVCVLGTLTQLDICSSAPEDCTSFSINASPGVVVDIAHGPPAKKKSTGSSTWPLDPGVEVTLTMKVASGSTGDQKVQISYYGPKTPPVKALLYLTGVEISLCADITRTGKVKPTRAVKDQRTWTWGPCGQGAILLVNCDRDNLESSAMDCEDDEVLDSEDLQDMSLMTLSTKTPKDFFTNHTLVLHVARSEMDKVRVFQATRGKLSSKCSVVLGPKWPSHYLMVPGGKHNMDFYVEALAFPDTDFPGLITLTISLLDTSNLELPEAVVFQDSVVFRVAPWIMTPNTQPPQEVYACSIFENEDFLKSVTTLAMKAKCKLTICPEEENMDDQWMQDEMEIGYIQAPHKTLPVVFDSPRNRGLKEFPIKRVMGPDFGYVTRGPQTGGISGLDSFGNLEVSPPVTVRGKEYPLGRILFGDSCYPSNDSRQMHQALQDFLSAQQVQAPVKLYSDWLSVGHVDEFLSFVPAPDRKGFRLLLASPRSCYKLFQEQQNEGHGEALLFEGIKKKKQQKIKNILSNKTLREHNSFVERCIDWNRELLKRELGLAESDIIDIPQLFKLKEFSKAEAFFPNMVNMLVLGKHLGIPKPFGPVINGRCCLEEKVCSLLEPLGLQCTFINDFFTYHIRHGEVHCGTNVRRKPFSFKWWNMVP
LYPLA1 counter – blocks human lysophospholipase 1, a PME1 counter-screen; O75608; recombinant LYPLA1, FP-Rh probe fluorescence polarization; inhibition, % at 5.9 µM; AID 2174; 320,000 compounds, 0.16% hits;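 active means inhibition above the mean of all tested compounds plus 3 SD, set per campaign, cut at about 14% in these data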;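 further: inhibitors block serine hydrolase probe labeling of LYPLA1 so polarization falls; 0% = enzyme with DMSO and 100% = wells lacking LYPLA1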
PREPL inhibitor – inhibits the human prolyl oligopeptidase-like enzyme | recombinant PREPL, fluorescence polarization activity-based probe | 320,000 compounds, 0.68% hits | inhibition, % at 5.96 µM | Q4J6C6; in the data active means inhibition above about 43%;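 further: 0% = enzyme with DMSO and 100% = wells lacking enzyme; many of its hits are not listed in these tables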
GSTO1 inh – GSTO1 inhibition, counter-screen for RBBP9 inhibitors; inhibition, % at 5.96 µM; AID 1974; 300,000 compounds, 1.1% hits; recombinant GSTO1, activity-based probe fluorescence polarization;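 active means inhibition above the campaign mean inhibition plus 3 SD, cut at about 35% in these data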;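 further: 0% = GSTO1-1 with DMSO and 100% = wells lacking GSTO1-1 enzyme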
pPAFAH FP inh – pPAFAH (human) enzyme inhibition | inhibition, % at 3.39 µM | 330,000 compounds, 1.5% hits | recombinant pPAFAH, FP-rhodamine probe fluorescence polarization | Q13093;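 active means inhibition above the mean inhibition across the screen plus 3 SD, cut at about 25% in these data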;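 further: inhibitors block binding of the rhodamine activity-based probe so polarization drops; 0% = enzyme with DMSO and 100% = wells lacking pPAFAH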
Target sequence (Q13093 whole entry, looked up): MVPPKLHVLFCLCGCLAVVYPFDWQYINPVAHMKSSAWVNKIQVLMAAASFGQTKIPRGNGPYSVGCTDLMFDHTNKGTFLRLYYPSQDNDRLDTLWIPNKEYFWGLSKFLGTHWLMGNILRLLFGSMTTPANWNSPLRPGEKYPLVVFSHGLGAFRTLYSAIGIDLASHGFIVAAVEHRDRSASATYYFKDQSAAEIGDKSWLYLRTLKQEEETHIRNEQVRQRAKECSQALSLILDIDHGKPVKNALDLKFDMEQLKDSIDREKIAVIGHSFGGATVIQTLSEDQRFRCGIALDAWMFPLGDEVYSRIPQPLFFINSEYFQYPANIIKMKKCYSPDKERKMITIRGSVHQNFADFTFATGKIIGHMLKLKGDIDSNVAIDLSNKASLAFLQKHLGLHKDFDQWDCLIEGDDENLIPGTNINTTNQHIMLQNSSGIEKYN
The depositor's hits bear a star; / = not tested or not shown.

SMILES	PAFAH2 FP inh	LYPLA2 counter	PAFAH1B2 inh	PAFAH1B3 inh	PAD4 FP inh	LYPLA1 counter	PREPL inhibitor	GSTO1 inh	pPAFAH FP inh
Cc1ccnc(N2CCN(C(=O)CSc3nc4ccccc4nc3N3CCCCC3)CC2)c1	3	5	1	7	-5	-3	23	-4	10
COc1ccccc1CN1C(=O)CNC1=S	-1	-2	-7	7	-7	-3	2	2	-7
O=C(CCSc1ccc(Cl)cc1)NN=C1CCCCCC1	1	-7	25*	3	-6	1	-62	-1	3
CN(CC(=O)Nc1ccc(F)cc1[N+](=O)[O-])Cc1ccccc1	0	-2	4	3	-1	5	4	-12	5
CC(NCc1ccc2c(c1)OCO2)C(=O)NC1CCCCC1 (stereo unspecified)	2	5	4	3	-4	0	1	8	3
O=C(CCNC(=O)c1ccc(Br)cc1)Nc1cc(Cl)ccc1-n1cncn1	-1	0	3	-3	-1	0	-4	-3	8
CS(=O)(=O)NCCSCc1c(F)cccc1Cl	4	-6	6	-4	0	1	-9	8	3
CC(C)NC(=O)C1CCCN(S(=O)(=O)c2cccs2)C1 (stereo unspecified)	-6	5	0	1	1	1	3	10	0
COc1cc(/C=N/NC(=O)c2cccnc2)ccc1OCC(=O)Nc1ccccc1Cl	5	0	-1	1	-1	0	6	7	-1
Cc1ccc2nc(SCC(=O)N3CCC(Cc4ccccc4)CC3)nc(=O)n2c1	5	2	1	7	0	0	-6	1	11
Cc1ccc(C(=O)N(CCc2ccccc2)Cc2ccccc2)cc1S(=O)(=O)N1CCCCC1	0	3	-1	2	5	3	20	4	5
CCN1C(=O)C(=O)N(CC(=O)Nc2cccc(C(F)(F)F)c2)C1=O	-4	/	3	-3	2	/	2	/	6
O=C(Nc1ccccc1C(=O)Nc1ccccc1C(=O)O)c1ccccc1	7	-1	0	0	3	-5	8	-21	-18
CC(C)(C)N1CC(c2nc3ccccc3n2Cc2ccc(F)cc2)CC1=O (stereo unspecified)	5	4	5	-1	-1	0	7	4	4
CCc1nnc(NC(=O)CSc2nc(-c3ccccc3)c(-c3ccccc3)o2)s1	7	7	-8	9	6	1	19	2	4
O=C(CN1C(=O)C2C3C=CC(C3)C2C1=O)OCC(=O)c1ccc([N+](=O)[O-])cc1 (stereo unspecified)	10	0	8	13	-12	0	5	11	-11
O=C(N/N=C/c1cccnc1)c1cccc(NC(=O)c2cccc(Br)c2)c1	-25	-71	-3	-39	-13	-23	-1	-8	-12
COc1ccccc1CNC(=O)COC(=O)Cc1c[nH]c2ccccc12	5	-1	3	7	4	-1	-7	2	16
CCN(CC)S(=O)(=O)c1ccc(Cl)c(C(=O)NCC2CCCO2)c1 (stereo unspecified)	5	6	0	5	-3	3	15	-2	2
COc1ccc(NC(=O)C(=O)NCC(=O)Nc2cc(OC)ccc2OC)cc1	6	2	0	10	0	0	15	-4	-1
O=C(CCc1ccccc1)NNC(=O)COc1ccc([N+](=O)[O-])cc1	-2	2	1	4	2	0	5	6	4
CCCC(=O)OCCNc1cc(Sc2nc3ccccc3[nH]2)c2nonc2c1[N+](=O)[O-]	-9	2	-4	6	-2	2	20	16	5
COc1ccc(Cl)cc1S(=O)(=O)N1CCN=C1Cc1ccccc1	7	-1	3	6	0	-7	2	-3	2
OCc1cnc(SCc2ccccc2)n1Cc1ccccc1	6	10	7	-2	0	5	3	8	3
CC(NC(=O)c1ccco1)c1nc(-c2ccc(C(C)(C)C)cc2)no1 (stereo unspecified)	-8	-13	10	-1	-3	-5	-11	-3	3
COc1ccc(/C=N\NC(=O)c2ccccc2Br)cc1COc1c(F)c(F)cc(F)c1F	-16	-33	-3	2	-6	-12	-59	-10	18
C=CCN1C(=O)C2(OCCCO2)c2cccc(C)c21	1	-3	4	-7	-1	2	21	10	1
COC(=O)c1cccc(CSc2nnc(-c3ccco3)n2-c2ccccc2)c1	1	-6	4	3	0	3	-11	-11	5
Cc1noc(/C=C/Nc2ccc(F)cc2F)c1[N+](=O)[O-]	9	9	-3	-4	-2	4	17	-1	-3
COc1cccc(C(=O)N2CCN(S(=O)(=O)Cc3ccccc3)CC2)c1OC	1	5	5	-4	0	1	17	3	4
CCCC(=O)n1nc(-c2ccco2)nc1N	-3	2	-1	1	3	-2	-2	6	2
CCOC(=O)c1nn(-c2ccc(OCC)cc2)c2nc(-c3ccco3)c(C#N)c(=O)n12	-15	-5	-4	8	-1	-2	4	0	-1
CC(=O)c1cnc(Oc2cc(Cl)ccc2Cl)nc1C	0	10	4	11	-6	9	1	3	3
O=C(Nc1cc(Cl)ccc1-n1cncn1)c1ccco1	7	2	0	6	-3	0	-6	-4	-1
Cc1cc(C(=O)Cn2nc(C(=O)O)c3ccccc3c2=O)c(C)n1C1CC1	4	-1	-1	8	1	0	-5	3	1
O=C(/C=C/c1cccs1)N1CCC2(CC1)Oc1ccc(F)cc1C(=O)C21CC(c2ccccc2)=NO1 (stereo unspecified)	-3	8	-1	-1	6	-1	-33	3	6
COc1cccc(C(=O)Oc2ccc(/C=N/Nc3ccc(C(=O)O)cc3)cc2OC)c1	1	10	10	11	-2	-1	8	0	28*
O=C(NCCCN1CCOCC1)c1ccc(NS(=O)(=O)c2ccccc2)cc1	11	1	1	-1	0	1	-2	2	3
CC(=O)c1ccc(NC(=O)CSc2ccc3nnc(-c4cccnc4)n3n2)cc1	3	0	7	2	-7	0	11	6	3
C=CCC[C@H](Cc1ccc(F)cc1)C(=O)OC[C@@H](NC(=O)[C@H](CC=C)CC(=O)NCCO)c1ccccc1	-1	/	4	4	1	/	27	/	8
Cc1cc2c(=O)n(Cc3ccco3)c(SCC(=O)c3ccc(Cl)s3)nc2s1	-7	-1	-3	-3	-4	0	16	1	7
O=C(Nc1ccccc1)/C(=C/c1ccc(F)cc1)NC(=O)c1ccco1	-5	2	2	6	2	1	-10	2	-1
NS(=O)(=O)c1ccc(NC(=S)NC(=O)C2CCCCC2)cc1	0	14	2	5	-4	1	13	9	2
O=C(NCCN1CCCC1)c1ccc2c(c1)N(Cc1ccc(F)cc1)C(=O)c1ccccc1S2=O (stereo unspecified)	1	-11	4	3	-2	-7	16	4	-8
CCN(CC)c1ccc(NC(=O)CCN2C(=O)c3ccccc3S2(=O)=O)c(C)c1	-3	1	-2	-3	-2	-2	5	-2	9
OC(COCC1COc2ccccc2O1)CN1CCN(c2ccccc2F)CC1 (stereo unspecified)	1	1	9	5	-7	-10	9	8	4
COc1ccccc1N1CCN(C(=O)Oc2ccccc2)CC1	-1	0	9	15	-3	-1	5	1	-2
CCCN(CC1CC1)C(=O)Nc1ccccc1C	-5	-3	11	5	3	-1	-6	0	1
CCN(CC)CCCNC(=O)Cn1cnc2ccc(S(=O)(=O)N3CCC(C)CC3)cc2c1=O	4	-3	7	8	0	-3	-1	5	0
O=C(CNS(=O)(=O)c1ccc(Br)cc1)NC1CCCC1	6	5	21	6	1	2	22	2	0
O=C(O)Cn1c(=O)c2c3c(sc2n(Cc2ccc(F)cc2)c1=O)CCCC3	2	-1	7	1	2	1	1	3	0
CCO[C@@H]1OC(C(=O)N2CCN(Cc3ccc4c(c3)OCO4)CC2)=C[C@H](c2ccc(Br)cc2)[C@H]1CCCO	-1	11	-1	-1	1	-2	26	6	1
CCCNC(=O)NC1C(NC(=O)NCCC)N(C)C(=O)N1C (stereo unspecified)	3	-8	1	5	0	1	-4	8	4
O=C(O)CCn1c(SCCc2ccccc2)nc2ccccc21	4	1	21	3	2	-1	-6	0	-4
CCn1c(=N)n(CC(O)c2ccccc2)c2ccccc21 (stereo unspecified)	-11	-3	4	5	-1	-1	21	11	-7
Cc1ccnc(NC(=O)c2ccc(Cl)c(S(=O)(=O)N3CCCCC3)c2)c1	8	-2	4	13	-3	0	15	/	-1
CC(=O)Nc1sc(C)c(C)c1CN1CCN(S(=O)(=O)c2ccccc2)CC1	1	-3	10	0	-2	0	7	4	1
O=C(CCC1CCCN(C(=O)c2cc(C3CC3)[nH]n2)C1)N1CCN(c2ccccn2)CC1 (stereo unspecified)	9	5	6	-3	4	2	10	3	7
OCCC1CN(Cc2cccn2-c2ncccn2)CCN1Cc1ccccc1 (stereo unspecified)	0	5	-6	0	-2	1	-2	6	6
CCc1nnc(SCC(=O)Nc2ccc(C(C)=O)cc2)nc1CC	-10	10	2	4	0	5	14	-13	3
Other records
SMILES	PAFAH2 FP inh	LYPLA2 counter	PAFAH1B2 inh	PAFAH1B3 inh	PAD4 FP inh	LYPLA1 counter	PREPL inhibitor	GSTO1 inh	pPAFAH FP inh
COc1cc(NC(=O)c2ccc3c(c2)OCCO3)ccc1NC(=O)c1ccco1	1	1	1	9	-3	2	2	4	9
Nc1nnc(-c2ccccc2)c(-c2ccccc2)n1	11	4	10	1	1	-3	10	4	1
CCCc1nnc(NC(=O)CCC(=O)N2CCN(S(=O)(=O)c3ccc(OC)cc3)CC2)s1	8	5	3	6	0	-1	8	7	1
Cc1ccc(S(=O)(=O)N(C)CC(=O)NCCc2c[nH]c3ccccc23)cc1	0	-5	3	7	1	1	-8	-6	3
O=C(NNc1ccc(F)cc1F)c1c(F)cccc1Cl	0	4	1	5	2	1	-13	10	-1
CCCC1(c2ccccc2)NC(=O)N(CC(=O)Nc2cc(C)on2)C1=O (stereo unspecified)	4	2	12	4	0	-4	-8	2	-2
COC(=O)c1cn(CC(=O)Nc2ccc(F)cc2)c2ccccc12	-3	10	2	4	5	1	12	-1	-5
CCCCOP(=O)(c1ccc(N(C)C)cc1)C(O)c1cc(OC)ccc1OC (stereo unspecified)	-9	1	6	7	1	1	4	-1	1
COc1cc(Cl)ccc1OCc1cc(C(=O)N2CC[C@@H]3CCCC[C@H]3C2)no1	-7	1	-5	-3	-8	-4	6	0	5
C=CC(=O)N1c2ccccc2Sc2ccc(NC(=O)OCC)cc21	-2	-8	-3	-1	2	-10	-1	-30	2
Cn1cccc1CC(=O)NNC(=S)Nc1ccc(Cl)cc1Cl	-7	4	9	4	-3	1	19	3	26*
CCC(C(=O)N1CCN(C(=O)c2ccco2)CC1)n1sc2ccccc2c1=O (stereo unspecified)	2	14	3	1	0	6	11	12	7
CNc1cc(C)nc(N2CCOCC2)n1	0	6	0	0	-4	1	-4	8	-1
CCOc1ccc(NC(=O)CSc2nc3cccnc3n2CCOC)cc1	3	0	-2	4	-1	-1	4	14	9
CCOC(=O)N1CCC(NC(=O)C2CCN(C(=O)N3CCOc4ccccc43)CC2)CC1	-8	-6	7	-2	1	-3	3	-1	-3

3 structures already listed, sorted by length of the SMILES, smallest number first.
SMILES	PAFAH2 FP inh	LYPLA2 counter	PAFAH1B2 inh	PAFAH1B3 inh	PAD4 FP inh	LYPLA1 counter	PREPL inhibitor	GSTO1 inh	pPAFAH FP inh
CCCC(=O)n1nc(-c2ccco2)nc1N	-3	2	-1	1	3	-2	-2	6	2
Cc1noc(/C=C/Nc2ccc(F)cc2F)c1[N+](=O)[O-]	9	9	-3	-4	-2	4	17	-1	-3
CC(=O)c1ccc(NC(=O)CSc2ccc3nnc(-c4cccnc4)n3n2)cc1	3	0	7	2	-7	0	11	6	3

More records:
SMILES	PAFAH2 FP inh	LYPLA2 counter	PAFAH1B2 inh	PAFAH1B3 inh	PAD4 FP inh	LYPLA1 counter	PREPL inhibitor	GSTO1 inh	pPAFAH FP inh
N#Cc1ccc(CN2C=NS(=O)(=O)c3ccccc32)cc1	9	6	-3	4	-1	1	-14	-1	0
Cc1ccc(NC2=NCCCCC2)cc1C	-18	-5	3	6	-1	1	-4	-1	-1
CCOC(=O)c1sc(NC(=O)C2CC(=O)N(c3ccccc3C)C2)nc1C (stereo unspecified)	-1	-2	3	9	-6	-2	-5	-3	1
O=C(c1cccc(F)c1)N1CCN(C(=O)C(c2ccccc2)c2ccccc2)CC1	2	3	5	6	-4	-1	13	0	6

From PubChem

Some of the compounds tested; rates above refer to the full screens.
